Source: PubChem (several laboratories)
Autophagy mod: autophagy modulators in MEF cells, primary screen, imaging, high-content, MEF GFP-LC3 | 190,000 compounds, 0.98% hits | calls only at 10 µM (by protocol) | MEF GFP-LC3 puncta imaging; test concentration mostly 10 µM;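 active means percentage of spot-positive cells more than 3 SD above its plate mean, without a fluorescence outlier flag or 80% toxicity; inconclusive means no clear call, values can overlap the other calls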;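 further: spot-positive cell cutoff set from DMSO-treated cells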
Lipid droplet: inhibitors of hepatocyte lipid droplet formation, primary screen, imaging, high-throughput imaging, BODIPY stain; AML12 mouse hepatocytes, oleate lipid droplets; inhibition, % at 6.5 µM; 240,000 compounds, 0.4% hits;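 active means lipid droplet intensity inhibited by at least 50%, with more than 500 cells counted; inconclusive means wells with under 300 cells, treated as cytotoxic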
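Assay system: AML12 mouse liver cells | Compound: 6.5 µM single-point dosing | Schedule: Overnight exposure | Technique: Fluorescence imaging, 20x objective, two fields per well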
P. falciparum M17LAP: P. falciparum M17LAP inhibitors, primary screen, biochemical, fluorogenic H-Leu-NHMec substrate, 1536-well (AID 1619); Leucine aminopeptidase (Plasmodium falciparum (isolate 3D7)); recombinant M17LAP, H-Leu-NHMec fluorogenic kinetic assay; higher % means a stronger effect; inhibition, % at 30 µM; hits with a dose series show IC50 in µM; 220,000 compounds, 0.38% hits;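 active means compound inhibiting the enzyme by more than half at any dose during confirmatory dose-response retesting; inconclusive means strong single-dose inhibitors picked by rank but not retested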;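 further: plate controls were full reaction with DMSO carrier for no effect and no enzyme background for full effect; strong numbers were not always called active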
Yfh1-depleted yeast: enhancers of respiration in Yfh1-depleted yeast, dose response, Friedreich's ataxia, plus single-dose screen (AID 1465). S. cerevisiae Yfh1-off respiration, WST-1 reduction, 72 h; higher fold induction means a stronger effect. fold induction at 50 µM, or EC50 in µM where a hit was titrated. 220,000 compounds, 0.074% hits;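 active means fold induction of absorbance versus untreated yeast above a set limit, then at least 30% activation at any dose in follow-up; inconclusive means repeats straddling the limit, or above it without dose testing; inactive means fold induction below the set limit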;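 further: activators that raise dye reduction in frataxin-depleted yeast; strong numbers were not always called active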
M1AAP inhibition: P. falciparum M1AAP inhibitors, biochemical, fluorogenic H-Leu-NHMec substrate, 1536-well (AID 1445). Aminopeptidase N (Plasmodium falciparum (isolate 3D7)). recombinant M1AAP, H-Leu-NHMec fluorogenic kinetic assay; higher % means a stronger effect. inhibition, % at 30 µM, or IC50 in µM where a hit was titrated. 220,000 compounds, 0.42% hits;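 active means primary inhibition above the hit cutoff, then over 50% inhibition at one or more dose response concentrations, cut at about 23% in these data, passing the limit was not always enough; inconclusive means conflicting primary data, or primary hits not chosen for dose response; inactive means low primary inhibition, or under 50% at every dose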;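 further: plate controls were DMSO full reaction for no effect and no enzyme background for full effect; strong numbers were not always called active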
Dynein transport: inhibitors of GR-EGFP nuclear translocation, primary screen, dynein cargo transport inhibitor project, imaging, high-content, 3617.4 mouse cells; z-score, hits read low; test concentration mostly 20 µM; stimulated with dexamethasone, 1 µM; active compounds read low; 220,000 compounds, 0.47% hits; AID 1381, 2008;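 active means plate z-score of nuclear minus cytoplasmic receptor signal below a set negative limit, without overly bright fluorescence or cell loss, cut at about -3.5 in these data, passing the limit was not always enough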;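 further: z-score of nuclear minus cytoplasmic ring GR-EGFP intensity difference per well; some compounds called inactive have numbers as strong as hits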
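Buffer or medium: tet-free, stripped-serum medium; Also added: dexamethasone, 1.0 µM final; Technique: high-content fluorescence imaging after fixation; Times: 48 h induction, 1 h compound, 30 min dex at 37 °C; Read-out: per-cell GR-EGFP intensity, nucleus versus surrounding cytoplasmic ring, well-averaged.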
Ins promoter up: insulin promoter activators in MIN6 cells, imaging, high-content screening, mouse beta cells. MIN6 insulin promoter-GFP reporter; active compounds read high. 190,000 compounds, 0.3% hits. z-score at 5 µM. AID 1625, 2009;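 active means z-score above 3 at 5 µM with at least 500 cells counted in the well; inconclusive means wells under 500 cells, flagged as cytotoxic or low count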
MT stabilize HCS: microtubule stabilizers in HeLa cells, primary screen, imaging, high-content imaging | HeLa tubulin immunostaining HCS, 24 h; share of cells brighter than vehicle mean+2SD | 200,000 compounds, 0.83% hits | % tubulin-high responders, % at 10 µM;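 active means plate Z-score above 3 for both tubulin-high and condensed-nucleus cell shares, with cell loss under 80%, at 10 µM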;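 further: anti alpha tubulin signal scored within the nucleus-defined area of each cell; some results filed as inactive read as strong as hits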
CSM14.1 death rescue: rescue of cells from ER stress-induced death, primary screen, 384-well, CSM14.1, thapsigargin, ATP luminescence (AID 1222); CSM14.1 thapsigargin-induced death rescue, ATP luminescence; higher % means a stronger effect; cellular ATP content (survival), % at 20 µM; hits with a dose series show EC50 in µM; 190,000 tested, under 10 active;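 active means EC50 below 50 µM in the dose-response confirmation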;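 further: death triggered by thapsigargin at about 15 µM added after 2 h compound pretreatment; cell ATP read after overnight thapsigargin exposure of roughly 18 to 22 hours; normalized against plate controls of thapsigargin alone and 5% DMSO vehicle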
Dynein transport cytoplasmic EGFP: further read-out of Dynein transport, marked with its call; z-score; measured here: cytoplasmic GR-EGFP intensity; active compounds read high
Dynein transport nuclear GR-EGFP: further read-out of Dynein transport, marked with its call; z-score; measured here: nuclear GR-EGFP intensity;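 lower value marks the stronger effect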
Dynein transport cell count: second read-out of Dynein transport, no call of its own (marks repeat the call); z-score; measured here: cell count per field
Ins promoter up cell count: also measured in Ins promoter up; calls as there; cell count; measured here: cytotoxicity, nuclei count;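 total cells summed across four imaged fields per well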
Lipid droplet cells 6.5 µM: second read-out of Lipid droplet, no call of its own (marks repeat the call); cell count; measured here: cell count, cytotoxicity flag;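 cells counted across two imaged fields per well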
MT stabilize HCS Hoechst-high %: recorded beside MT stabilize HCS, whose call it bears; % Hoechst-high responders; measured here: nuclear condensation Hoechst responders;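 share of cells brighter than vehicle mean plus two SD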
MT stabilize HCS cytotoxicity %: further read-out of MT stabilize HCS, marked with its call; toxicity, %; measured here: cytotoxicity by cell density;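 0% = mean cell density of plate MIN control wells and 100% = no cells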
Autophagy mod cell loss 18 h: second read-out of Autophagy mod, no call of its own (marks repeat the call); toxicity, %; measured here: cell loss, nuclei count;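 cell loss after 18 h compound exposure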
* marks the source's active call; other numbers are inactive results.

Results for CCOc1cc(C)c(S(=O)(=O)NC2CC(C)(C)NC(C)(C)C2)cc1C ?
Autophagy mod: inactive; Lipid droplet: 6; P. falciparum M17LAP: 3%; Yfh1-depleted yeast: inactive; M1AAP inhibition: 6%; Dynein transport: -0.53; Ins promoter up: -0.81; MT stabilize HCS: 1.7; CSM14.1 death rescue: -1.7%; Dynein transport cytoplasmic EGFP: -0.2; Dynein transport nuclear GR-EGFP: -0.41; Dynein transport cell count: 0.65; Ins promoter up cell count: 1246; Lipid droplet cells 6.5 µM: 748; MT stabilize HCS Hoechst-high %: 1.7; MT stabilize HCS cytotoxicity %: 10; Autophagy mod cell loss 18 h: 0

How did COC(=O)C1=C(C)NC(=O)NC1c1ccc(-c2ccccc2Cl)o1 (centres undefined) do in these assays?
Autophagy mod: inactive; Lipid droplet: 1; P. falciparum M17LAP: 2%; Yfh1-depleted yeast: inactive; M1AAP inhibition: 3%; Dynein transport: -1.1; Ins promoter up: 0.26; MT stabilize HCS: 4.1; CSM14.1 death rescue: -2.4%; Dynein transport cytoplasmic EGFP: -0.066; Dynein transport nuclear GR-EGFP: -0.024; Dynein transport cell count: 0.77; Ins promoter up cell count: 1258; Lipid droplet cells 6.5 µM: 709; MT stabilize HCS Hoechst-high %: 3.5; MT stabilize HCS cytotoxicity %: 7.1; Autophagy mod cell loss 18 h: 18

Results for O=c1oc2cc(O)ccc2cc1-c1nc2c(s1)CCc1ccccc1-2 ?
Autophagy mod: inconclusive; Lipid droplet: -11; P. falciparum M17LAP: -155%; Yfh1-depleted yeast: inactive; M1AAP inhibition: 11%; Dynein transport: -2.4; MT stabilize HCS: 4.3; CSM14.1 death rescue: -0.5%; Dynein transport cytoplasmic EGFP: 10; Dynein transport nuclear GR-EGFP: -0.16; Dynein transport cell count: 0.68; Lipid droplet cells 6.5 µM: 636; MT stabilize HCS Hoechst-high %: 5.1; MT stabilize HCS cytotoxicity %: 22

Results for CNC(=O)C1CC(=O)N(c2ccc(C)cc2)C1 (centres undefined) ?
Autophagy mod: inactive; P. falciparum M17LAP: -2%; Yfh1-depleted yeast: inactive; M1AAP inhibition: 3%; Dynein transport: -0.62; Ins promoter up: -0.5; MT stabilize HCS: 3.9; CSM14.1 death rescue: -0.1%; Dynein transport cytoplasmic EGFP: -0.035; Dynein transport nuclear GR-EGFP: -0.077; Dynein transport cell count: 0.22; Ins promoter up cell count: 1501; MT stabilize HCS Hoechst-high %: 4.0; MT stabilize HCS cytotoxicity %: 5.4; Autophagy mod cell loss 18 h: 0

What do the screens show for `COC(=O)c1onc(-c2c(OC)cc(OC)cc2OC)c1C(=O)OC`?
Autophagy mod: inactive; Lipid droplet: -2; P. falciparum M17LAP: -3%; Yfh1-depleted yeast: inactive; M1AAP inhibition: 3%; Dynein transport: -0.19; Ins promoter up: -0.18; MT stabilize HCS: 5.1; CSM14.1 death rescue: -0.8%; Dynein transport cytoplasmic EGFP: -0.21; Dynein transport nuclear GR-EGFP: -0.11; Dynein transport cell count: 1.2; Ins promoter up cell count: 1274; Lipid droplet cells 6.5 µM: 618; MT stabilize HCS Hoechst-high %: 2.2; MT stabilize HCS cytotoxicity %: 10; Autophagy mod cell loss 18 h: 0

Results for COCc1cc(C)nc(N2CCc3ccccc32)c1C#N ?
Autophagy mod: inactive; Lipid droplet: -6; P. falciparum M17LAP: -16%; M1AAP inhibition: 4%; Dynein transport: 0.52; Ins promoter up: 0.75; MT stabilize HCS: 3.2; CSM14.1 death rescue: -1.2%; Dynein transport cytoplasmic EGFP: -0.25; Dynein transport nuclear GR-EGFP: 0.68; Dynein transport cell count: -0.53; Ins promoter up cell count: 981; Lipid droplet cells 6.5 µM: 747; MT stabilize HCS Hoechst-high %: 2.0; MT stabilize HCS cytotoxicity %: 6.7; Autophagy mod cell loss 18 h: -20

What do the screens show for `O=C1CCCC/C1=C/Nc1ccc(C(=O)O)cc1`?
Autophagy mod: inactive; Lipid droplet: 7; P. falciparum M17LAP: 20%; Yfh1-depleted yeast: inactive; M1AAP inhibition: 5%; Dynein transport: 0.69; MT stabilize HCS: 2.2; CSM14.1 death rescue: 0.5%; Dynein transport cytoplasmic EGFP: 0.023; Dynein transport nuclear GR-EGFP: 0.24; Dynein transport cell count: -0.46; Lipid droplet cells 6.5 µM: 793; MT stabilize HCS Hoechst-high %: 1.7; MT stabilize HCS cytotoxicity %: 8.2; Autophagy mod cell loss 18 h: -9

Results for O=C(COC(=O)c1ccccc1Cl)NCCC1=CCCCC1 ?
Autophagy mod: inactive; Lipid droplet: 4; P. falciparum M17LAP: 4%; Yfh1-depleted yeast: inactive; M1AAP inhibition: -1%; Dynein transport: 0.0011; Ins promoter up: -1.6; MT stabilize HCS: 1.2; CSM14.1 death rescue: -0.9%; Dynein transport cytoplasmic EGFP: -0.25; Dynein transport nuclear GR-EGFP: 0.0046; Dynein transport cell count: 1.1; Ins promoter up cell count: 600; Lipid droplet cells 6.5 µM: 726; MT stabilize HCS Hoechst-high %: 1.6; MT stabilize HCS cytotoxicity %: 2.1; Autophagy mod cell loss 18 h: 34

What do the screens show for `COCCCNC(=O)CSc1nc2ccccc2c(=O)n1CCC(=O)NCCc1ccc(OC)c(OC)c1`?
Autophagy mod: inactive; Lipid droplet: -14; P. falciparum M17LAP: 2%; Yfh1-depleted yeast: inactive; M1AAP inhibition: -7%; Dynein transport: 1.3; Ins promoter up: -0.34; MT stabilize HCS: 2.3; CSM14.1 death rescue: 0.7%; Dynein transport cytoplasmic EGFP: 0.73; Dynein transport nuclear GR-EGFP: 0.4; Dynein transport cell count: 0.41; Ins promoter up cell count: 1046; Lipid droplet cells 6.5 µM: 690; MT stabilize HCS Hoechst-high %: 1.5; MT stabilize HCS cytotoxicity %: 7.4; Autophagy mod cell loss 18 h: -7

How did Cc1c2c(n3c(nc4ccccc43)c1C#N)N(c1ccccc1)CC2 do in these assays?
Autophagy mod: active; Lipid droplet: 11; P. falciparum M17LAP: 22%; Yfh1-depleted yeast: inactive; M1AAP inhibition: 3%; Dynein transport: 0.39; Ins promoter up: 0.24; MT stabilize HCS: 1.7; CSM14.1 death rescue: -1.1%; Dynein transport cytoplasmic EGFP: 0.11; Dynein transport nuclear GR-EGFP: 1.1; Dynein transport cell count: -1; Ins promoter up cell count: 1115; Lipid droplet cells 6.5 µM: 690; MT stabilize HCS Hoechst-high %: 1.7; MT stabilize HCS cytotoxicity %: 5.2; Autophagy mod cell loss 18 h: -6.2*

How did CN(C)S(=O)(=O)c1ccc2oc(SCC(N)=O)nc2c1 do in these assays?
Autophagy mod: inactive; Lipid droplet: 14; P. falciparum M17LAP: 6%; Yfh1-depleted yeast: inactive; M1AAP inhibition: 2%; Dynein transport: 0.62; Ins promoter up: -0.27; MT stabilize HCS: 1.2; CSM14.1 death rescue: 3.3%; Dynein transport cytoplasmic EGFP: -0.26; Dynein transport nuclear GR-EGFP: 0.46; Dynein transport cell count: 0.4; Ins promoter up cell count: 1057; Lipid droplet cells 6.5 µM: 812; MT stabilize HCS Hoechst-high %: 1.4; MT stabilize HCS cytotoxicity %: 7.9; Autophagy mod cell loss 18 h: -9

What do the screens show for `O=C(Nc1cc(Cl)c(O)c(Cl)c1)C1CCCO1` (centres undefined)?
Autophagy mod: inactive; Lipid droplet: -16; P. falciparum M17LAP: -5%; Yfh1-depleted yeast: inactive; M1AAP inhibition: -5%; Dynein transport: 0.4; MT stabilize HCS: 3.9; CSM14.1 death rescue: 0.0%; Dynein transport cytoplasmic EGFP: -0.1; Dynein transport nuclear GR-EGFP: 0.33; Dynein transport cell count: 0.1; Lipid droplet cells 6.5 µM: 797; MT stabilize HCS Hoechst-high %: 2.7; MT stabilize HCS cytotoxicity %: 9.3; Autophagy mod cell loss 18 h: 1

Results for O=[N+]([O-])c1cccc(S(=O)(=O)[N-]c2nc3ccccc3nc2-n2cc[n+](Cc3ccccc3)c2)c1 ?
Lipid droplet: 16; P. falciparum M17LAP: 7%; Yfh1-depleted yeast: inactive; M1AAP inhibition: 4%; Dynein transport: 0.71; Ins promoter up: 0.17; Dynein transport cytoplasmic EGFP: -0.24; Dynein transport nuclear GR-EGFP: 0.32; Dynein transport cell count: 0.3; Ins promoter up cell count: 1134; Lipid droplet cells 6.5 µM: 663

How did COc1cccc(CNC(=O)CCNC(=O)Cn2ccc3ccccc3c2=O)c1 do in these assays?
Autophagy mod: inactive; P. falciparum M17LAP: -5%; Yfh1-depleted yeast: inactive; M1AAP inhibition: 4%; Dynein transport: -0.12; Ins promoter up: -0.07; MT stabilize HCS: 2.2; CSM14.1 death rescue: -1.0%; Dynein transport cytoplasmic EGFP: -0.15; Dynein transport nuclear GR-EGFP: 0.44; Dynein transport cell count: 0.51; Ins promoter up cell count: 1493; MT stabilize HCS Hoechst-high %: 1.7; MT stabilize HCS cytotoxicity %: 6.0; Autophagy mod cell loss 18 h: 3

Hits appear at their usual frequency, and some 3.5% of all compounds hit somewhere here.
